From PubChem
DRD3 antagonist: blocks the human D3 dopamine receptor; P35462; D3R cells, DiscoveRx beta-arrestin luminescence, antagonist mode; hits give low values; max response, negative = inhibition, %; 2.5% of 360,000 active; AID 652054; in the data active = max response below about -50%; inconclusive = no clear call, values can overlap the other calls; note: % is set by controls: 0 for no effect and ±100 for the full control effect; mostly tested at two doses, the higher about 12 µM
Target sequence (P35462 whole entry, looked up): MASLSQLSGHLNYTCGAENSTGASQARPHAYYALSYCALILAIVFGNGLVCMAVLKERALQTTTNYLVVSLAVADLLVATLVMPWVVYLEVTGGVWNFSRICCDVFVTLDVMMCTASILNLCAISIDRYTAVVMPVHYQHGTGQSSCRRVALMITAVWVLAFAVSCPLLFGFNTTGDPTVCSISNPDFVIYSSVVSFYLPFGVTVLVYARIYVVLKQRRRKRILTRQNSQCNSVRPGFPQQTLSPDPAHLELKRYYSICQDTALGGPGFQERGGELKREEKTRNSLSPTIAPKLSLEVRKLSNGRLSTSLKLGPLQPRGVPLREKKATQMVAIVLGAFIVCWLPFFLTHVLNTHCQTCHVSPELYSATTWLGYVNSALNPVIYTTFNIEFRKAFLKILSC
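Cells plated overnight at 1500 cells/well, then exposed to library compounds with dopamine controls for 90 minutes at 37 degrees C. DiscoveRx reagent added for 30–60 minutes at room temperature; luminescence read, quantitative HTS format.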
HEK293 tox: cytotoxic in the GLP-1 receptor inverse agonist counter-screen; 0.13% of 410,000 active; HEK293 cAMP-luciferase reporter cells, luminescence, 24 h; Potency, µM (doses to about 38.3 µM), for the others: top-dose activity change, negative = inhibition, actives largely listed as inhibitors;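 note: loss of luciferase light is scored as toxicity; potency is the fitted concentration of half-maximal effect; % is set by controls: 0 for no effect and ±100 for the full control effect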
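Seeding density was 200 cells/uL; after overnight-length (12 h) culture, 23 nL compounds went on for 24 h at 37 °C. Readout used a luciferase detection reagent, luminescence taken after 12 min at room temperature.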
GLP-1R agonist: agonists of human GLP-1 receptor. P43220. HEK293 GLP-1R CRE-luciferase, luminescence, 4-6 h; cells express a hypersensitive GLP-1R form. Potency, µM (series often up to 45.6 µM), inactives show top-dose activation, hits mostly activators. 0.007% of 380,000 active. AID 624172; note: potency is the fitted concentration of half-maximal effect; % of control where 0% means no effect
Target sequence (P43220 whole entry, looked up): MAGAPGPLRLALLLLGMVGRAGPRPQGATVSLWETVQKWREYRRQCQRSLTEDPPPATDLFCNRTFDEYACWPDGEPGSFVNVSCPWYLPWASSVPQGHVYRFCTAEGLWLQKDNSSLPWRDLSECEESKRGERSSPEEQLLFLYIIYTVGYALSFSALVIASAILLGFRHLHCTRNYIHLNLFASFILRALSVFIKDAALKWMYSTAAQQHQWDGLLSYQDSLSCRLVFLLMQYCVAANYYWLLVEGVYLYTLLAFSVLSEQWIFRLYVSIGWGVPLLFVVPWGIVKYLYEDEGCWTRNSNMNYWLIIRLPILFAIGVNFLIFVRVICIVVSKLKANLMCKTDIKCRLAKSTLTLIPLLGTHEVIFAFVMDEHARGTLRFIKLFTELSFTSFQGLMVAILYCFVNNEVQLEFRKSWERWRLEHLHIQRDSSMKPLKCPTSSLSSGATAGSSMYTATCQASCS
GLP-1R inv ag: GLP-1 receptor (human) inverse agonism; 1.6% of 410,000 active; Potency, µM (doses to about 38.3 µM), without a hit: top-dose activity change, negative = inhibition, actives largely listed as inhibitors; AID 624417; HEK293 GLP-1R CRE-luciferase, luminescence, 24 h; GLP-1R form is constitutively active; note: potency is the fitted concentration of half-maximal effect; % is set by controls: 0 for no effect and ±100 for the full control effect; nearly all actives have a fitted effect of over 55% in size
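Readout was luciferase luminescence, measured 12 min after detection reagent at room temperature. Beforehand, GLP-1R reporter HEK293 cells had sat 12 h, then received compounds for 24 hr at 37 deg C.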
KB-V1 MDR tox: kills drug-selected multidrug resistant KB-V1 cells | KB-V1 MDR cells viability, CellTiter-Glo, 72 h | Potency, µM (titrated, usually from 46.1 µM), for the others: top-dose activity change, negative = cytotoxicity, actives largely listed as cytotoxic | 3.4% of 400,000 active; note: potency is the fitted concentration of half-maximal effect; % is set by controls: 0 for no effect and ±100 for the full control effect; nearly all actives have a fitted effect of over 60% in size
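Cytotoxicity toward P-gp-expressing KB-V1 cells was determined as loss of CellTiter-Glo luminescence after 72 h at 37 degrees C. Compounds were tested in quantitative HTS format across a concentration range, with curves fitted to normalized data.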
D3 ag: D3 dopamine receptor (human) agonism | P35462 | D3R DiscoveRx beta-arrestin cells, luminescence, 90 min | max activation, % | 0.58% of 410,000 active | AID 652048; in the data active = max activation above about 30%; note: 0% is about no effect; mostly tested at two doses, the higher about 12 µM
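Agonist mode: compounds and dopamine controls were applied to plated cells for 90 min at 37 degrees C after an overnight attachment at 1500 cells/well. Luminescent read-out followed 30 - 60 minutes at room temperature with DiscoveRx detection reagent.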
aSyn rescue: inhibitors of alpha-synuclein toxicity in yeast. Yeast expressing alpha-synuclein, growth rescue, BacTiter-Glo, 24 h. Potency, µM (titrated, usually from 46.1 µM), without a hit: top-dose growth rescue (activation), hits mostly activators. 0.14% of 370,000 active; note: potency is the fitted concentration of half-maximal effect; % of control where 0% means no effect; nearly all actives have a fitted effect of over 65% in size
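Rescue of yeast growth: cells expressing toxic alpha-synuclein, induced in galactose at OD600 0.02, incubated with compound 24 h at 30 C. ATP luminescence quantified growth; inhibitors of toxicity appear as activators.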
PTHR1 ag: activates the human parathyroid hormone receptor PTHR1; Potency, µM (series often up to 115 µM), without a hit: at the top dose activation, actives largely listed as activators; Q03431; 0.075% of 410,000 active; HEK293 GP2 PTHR1 cells, GloSensor cAMP luminescence, 1 h; note: potency is the fitted concentration of half-maximal effect; nearly all actives have a fitted effect of over 55% in size; some results filed as inactive show a strong effect at the top dose; inactives centre near -15; many of its hits are not listed in these tables
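HEK-293-derived GP2 cells expressing PTHR1 and a GloSensor cAMP reporter, 3,000/well, plated overnight, given luciferin plus IBMX (each 0.5 mM as added) for 1 h at 37 °C, then compound for 1 h at 37 °C. Luminescence was read after 15 min at room temperature.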
TDP-43 yeast inh: inhibitors of TDP-43 toxicity in yeast | TDP-43 expressing yeast growth rescue, BacTiter-Glo, 24 h | Potency, µM (highest dose often 46.1 µM), for the others: top-dose growth rescue (activation), hits mostly activators | 1.8% of 410,000 active | AID 652104; note: potency is the fitted concentration of half-maximal effect; % of control where 0% means no effect; nearly all actives have a fitted effect of over 50% in size
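Luminescence from BacTiter-Glo reports growth of TDP-43-expressing yeast after 24 hr at 30 deg C with compound. Cells were raffinose-pregrown to mid-log, then seeded in galactose medium at OD600=0.02.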
* marks the source's active call; other numbers are inactive results; i = inactive; ? = inconclusive; nt = no result given; [ ] = dose if it differs, or a comment. Unless noted, calls come from the whole dose curve; as a rule, active = well fitted curve in the direction sought with a large enough effect; inconclusive = small, poorly fitted or top-dose-only effect, or another doubt; inactive = no such curve, though single readings can be large; an effect the other way counts as inactive or inconclusive. Some of the compounds tested (hit frequency here may not be typical).

Each structure is followed by: DRD3 antagonist, HEK293 tox, GLP-1R agonist, GLP-1R inv ag, KB-V1 MDR tox, D3 ag, aSyn rescue, PTHR1 ag, TDP-43 yeast inh
CC(NC(=O)CSc1nc(=O)cc(N)n1CCc1ccccc1)c1ccccc1 (stereo not given)
    -11, -3%, 7%, 1%, 12%, -1, -6%, 0%, 3%
CC(C)CN1C(=O)C(=O)N(CC(=O)NC2CCCc3ccccc32)C1=O (stereo not given)
    4, -1%, -1%, -20%, ?, 5, -2%, -7%, -10%
CC(=O)c1ccc(NC(=O)CCSCCC(=O)Nc2ccc(C(C)=O)cc2)cc1
    4, -4%, 0%, 12%, ?, -1, 2%, i, 0%
CN(C)c1ccc(/C=N/NC(=O)C[n+]2ccccc2)cc1
    -11, 13%, -1%, 1%, 17%, -5, 0%, -20%, 0%
NC(=O)C(c1ccccn1)c1ncc(C(F)(F)F)cc1Cl (stereo not given)
    2, 12%, -1%, 4%, 26%, 5, -1%, 21%, -5%
O=C(N1CCOCC1)N1CCC(n2nnc3ccccc32)CC1
    16, -6%, -2%, -16%, ?, 1, -7%, i, 16%
N/C(=N\OC(=O)Cc1ccc(Cl)cc1)c1ccccn1
    -14, 4%, 4%, 6%, -3%, -12, 19%, -19%[57.5 µM], ?
COc1ccc(C(CNc2ncnc3sc(C)c(C)c23)N(C)C)cc1 (stereo not given)
    -71*, -14%, 23%, ?, 10µM*, -14, -8%, -8%, -20%
CCOc1ccc(-c2cnc3ccccc3n2)cc1
    -7, 10%, -2%, ?, -8%, -9, 1%, -16%, ?
O=C(COC(=O)c1cccc(S(=O)(=O)N2CCCCC2)c1)NCc1ccccc1
    0, 3%, -1%, -19%, 1%, -3, -1%, -2%, 5%
Cc1ccc2sc(C)[n+](CCC(C)S(=O)(=O)[O-])c2c1 (stereo not given)
    -6, 12%, -12%, 6%, 1%, 0, -1%, -14%, -4%
CC(C)CC(NC(=O)C1CCCN1C(=O)CNC(=O)OCc1ccccc1)C(=O)O (stereo not given)
    -6, 6%, -4%, 18%, -13%, 1, -16%, i, 6%
CN(C)C1(CNC(=O)C2CCN(S(=O)(=O)c3cc(Cl)ccc3Cl)CC2)CCCCC1
    -7, ?, 7%, 10µM*, 3%, -21, 0%, -5%, -4%
Cc1c(NC(=O)C(C)Sc2nccn2C)c(=O)n(-c2ccccc2)n1C (stereo not given)
    10, 3%, -1%, 5%, 0%, 1, 4%, i, 14%
CN1CCN(c2ccc(NC(=O)c3ccc4ccccc4c3)cc2)CC1
    ?, 64%[activator], 1%, 2µM*, 7%, -19, -2%, -19%, -21%
Cc1ccc(S[C@@H](CCN2CC[C@H](C(C)(C)C)CCC2=O)c2ccccc2)cc1
    ?, 4%, -4%, 10µM*, ?, -29, 13%, -59%[inhibitor], -2%
CCOc1ccc(-c2ccc(NS(=O)(=O)c3cc(C)c(C)cc3C)cc2)nn1
    nt, 0%, nt, ?, -10%, -5, nt, -10%, 1%
COc1cccc(-c2cnc(C(O)c3ccc(Cl)cc3C)[nH]2)c1 (stereo not given)
    10, -2%, -5%, ?, -25%, 3, 6%, -19%, 14%
CCN(CC)C(=O)c1sc(NC(=O)c2ccc3c(c2)OCO3)c(C(N)=O)c1C
    19, 0%, 4%, 79%[activator], -28%, -2, 0%, -7%, 5%
COc1ccc(C(=O)OCC(=O)NC2CCCC2)cc1OC
    -15, -1%, 12%, ?, 2%, 4, 7%, -3%, -8%

More compounds:
Each structure is followed by: DRD3 antagonist, HEK293 tox, GLP-1R agonist, GLP-1R inv ag, KB-V1 MDR tox, D3 ag, aSyn rescue, PTHR1 ag, TDP-43 yeast inh
C[C@@H]1CN(Cc2nc(-c3cnccn3)no2)C[C@H](C)O1
    38, -1%, 0%, 11%, 0%, -2, -7%, -24%, nt
CCOc1cccc(N2C(=O)CC(n3cnc4ccccc43)C2=O)c1 (stereo not given)
    2, 11%, 6%, 6%, 1%, 3, 3%, -24%, 0%
CCn1nnc(NC(=O)c2ccccc2Br)n1
    -14, 5%, 4%, 19%, 6%, -13, -4%, i, -12%
Cc1cc2nc(CCN(Cc3cccnc3)C(=S)Nc3ccccc3)[nH]c2cc1C
    -11, -13%, 0%, -2%, ?, -5, -1%, i, -20%
O=C1CC(c2ccccc2)CC(O)=C1C=NC1CCCC1 (stereo not given)
    5, -25%, 14%, -4%, -13%, -3, -8%, -2%[57.5 µM], -4%
Cc1ccc(C(=O)N/N=C/c2cccc3ccccc23)cn1
    -17, 1%, 11%, 14%, 0%, 12, 7%, -9%, 1%
Cc1cc(C)n(-c2nc3ccccc3nc2Nc2ccc(CC(=O)O)cc2)n1
    1, -18%, 5%, -9%, 3%, 2, 0%, i, ?
c1ccc(CN2CCC(N=C3NN=C(c4ccc5c(c4)OCCO5)CS3)CC2)cc1
    ?, ?, 9%, ?, -5%, -17, -3%, i, ?
CCN(CC)C(=O)Cc1ccccc1
    -11, 2%, -6%, 13%, -21%, 4, -5%, 0%, -15%
COCCCn1c(C)c(C(C)=O)cc(NC(=O)c2ccccc2)c1=O
    9, 13%, 11%, 35%, ?, 6, 8%, i, 5%
CCN(CC(=O)Nc1ccc2c(c1)OC(F)(F)O2)Cc1nc2ccccc2c(=O)[nH]1
    67, -6%, -4%, 10%, -2%, -1, 3%, i, 14%
Fc1ccccc1CSc1nnc(-c2ccccc2)o1
    26, 1%, 6%, 0%, ?, 7, 0%, -13%[57.5 µM], 11µM*
Nc1cc(N)nc(SCC(=O)N2CCc3ccccc32)n1
    -28, 3%, 0%, 20%, 0%, -7, -2%, i, 2%
CN(C)S(=O)(=O)c1cccc(NC(=S)N/N=C/C2CC=CCC2)c1 (stereo not given)
    -8, 3%, 17%, 4%, -18%, -1, 0%, -15%, 15%
CC(=O)Nc1cccc(OCC(=O)NCCC2=CCCCC2)c1
    -9, 10%, 6%, 10%, -14%, -7, -5%, i, -3%
O=C(NC(=S)Nc1ccccc1O)c1cncc(Br)c1
    0, -60%, -2%, ?, ?, -19, 18µM*, i, 11%
CCCCn1cc(S(=O)(=O)c2ccc(CC)cc2)c(=O)c2cc(F)c(N3CCCC(C)C3)cc21 (stereo not given)
    nt, 0%, nt, 6%, 7%, 5, nt, -24%, 13%
CC(=O)c1c(C)[nH]c(C(=O)COC(=O)C2CC2)c1C
    15, -5%, 4%, 2%, ?, 3, 1%, i, -8%
CC(=C/c1ccccc1)/C=N/n1c(C)n[nH]c1=S
    -8, ?, 4%, ?, ?, -22, -8%, i, ?
Cc1cc(C)cc(OCC(=O)OCC(=O)NCc2cccs2)c1
    3, -11%, 6%, -3%, -2%, 1, -1%, ?, -4%

(cont.)
Each structure is followed by: DRD3 antagonist, HEK293 tox, GLP-1R agonist, GLP-1R inv ag, KB-V1 MDR tox, D3 ag, aSyn rescue, PTHR1 ag, TDP-43 yeast inh
COc1ccc(/C=C/c2c([N+](=O)[O-])c(=O)n(C)c(=O)n2C)c(OC)c1OC
    -3, -5%, 21%, 26%, ?, 2, 0%, -9%, -9%
O=[n+]1c2c(n([O-])c3cc(F)c(N4CCCC4)cc31)CCCC2
    4, 44%[activator], -8%, 1%, -11%, -4, -8%, -12%, -9%
O=C(CSc1nc2ccccc2c(=O)n1Cc1ccco1)c1ccc(F)cc1
    40, -10%, -2%, 3%, -14%, 29, 1%, -9%[57.5 µM], -6%
CC(C)C(C(=O)Nc1ccc2c(c1)OCCOCCOCCOCCO2)N1C(=O)c2ccccc2C1=O (stereo not given)
    -8, 4%, 5%, -7%, -2%, -3, -12%, i, 7%
COCCn1c(C)cc(C(=O)COC(=O)c2ccc(S(=O)(=O)N(C)C)cc2)c1C
    5, -11%, 8%, -23%, ?, 4, 5%, -8%, -8%
O=C(CC1C(=O)NCCN1Cc1cccc(F)c1)NC1CCCCCC1 (stereo not given)
    -19, -7%, 2%, 9%, -3%, -6, 1%, -18%, 8%
CC(C)CNC(=O)COC(=O)CCC(=O)c1cccs1
    3, 4%, 8%, 6%, ?, -1, 0%, i, 2%
Cc1cccc(NS(=O)(=O)c2cccs2)c1
    -6, -18%, 9%, -1%, -5%, -9, 0%, i, 2%

Some of the entries so far, as tab-separated lines:
molecule	DRD3 antagonist	HEK293 tox	GLP-1R agonist	GLP-1R inv ag	KB-V1 MDR tox	D3 ag	aSyn rescue	PTHR1 ag	TDP-43 yeast inh
Cc1cc2nc(CCN(Cc3cccnc3)C(=S)Nc3ccccc3)[nH]c2cc1C	-11	-13%	0%	-2%	?	-5	-1%	i	-20%
O=C1CC(c2ccccc2)CC(O)=C1C=NC1CCCC1 (stereo not given)	5	-25%	14%	-4%	-13%	-3	-8%	-2%[57.5 µM]	-4%
Cc1ccc(C(=O)N/N=C/c2cccc3ccccc23)cn1	-17	1%	11%	14%	0%	12	7%	-9%	1%
Cc1cc(C)n(-c2nc3ccccc3nc2Nc2ccc(CC(=O)O)cc2)n1	1	-18%	5%	-9%	3%	2	0%	i	?
c1ccc(CN2CCC(N=C3NN=C(c4ccc5c(c4)OCCO5)CS3)CC2)cc1	?	?	9%	?	-5%	-17	-3%	i	?
CCN(CC)C(=O)Cc1ccccc1	-11	2%	-6%	13%	-21%	4	-5%	0%	-15%
COCCCn1c(C)c(C(C)=O)cc(NC(=O)c2ccccc2)c1=O	9	13%	11%	35%	?	6	8%	i	5%
CCN(CC(=O)Nc1ccc2c(c1)OC(F)(F)O2)Cc1nc2ccccc2c(=O)[nH]1	67	-6%	-4%	10%	-2%	-1	3%	i	14%
Fc1ccccc1CSc1nnc(-c2ccccc2)o1	26	1%	6%	0%	?	7	0%	-13%[57.5 µM]	11µM*
Nc1cc(N)nc(SCC(=O)N2CCc3ccccc32)n1	-28	3%	0%	20%	0%	-7	-2%	i	2%
CN(C)S(=O)(=O)c1cccc(NC(=S)N/N=C/C2CC=CCC2)c1 (stereo not given)	-8	3%	17%	4%	-18%	-1	0%	-15%	15%
